Bioassay records (PubChem BioAssay)
PKA-R2B act – activates the human PKA-R2B holoenzyme complex | 340,000 compounds, 0.079% hits | activation, % at 11.4 µM | AID 504700 | PKA-R2B holoenzyme dissociation, Cy5-IP20 fluorescence polarization; R2B truncated from residue 108, S112A mutant; 0% DMSO only, 100% 113 µM cGMP;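 active means activation above a cutoff set at the mean over all compounds plus 3 SD, cut at about 18% in these data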;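 further: higher means more holoenzyme dissociation and a rise in polarization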
Target sequence (P31323 whole entry, looked up, other chains not shown, the tested form may be a part): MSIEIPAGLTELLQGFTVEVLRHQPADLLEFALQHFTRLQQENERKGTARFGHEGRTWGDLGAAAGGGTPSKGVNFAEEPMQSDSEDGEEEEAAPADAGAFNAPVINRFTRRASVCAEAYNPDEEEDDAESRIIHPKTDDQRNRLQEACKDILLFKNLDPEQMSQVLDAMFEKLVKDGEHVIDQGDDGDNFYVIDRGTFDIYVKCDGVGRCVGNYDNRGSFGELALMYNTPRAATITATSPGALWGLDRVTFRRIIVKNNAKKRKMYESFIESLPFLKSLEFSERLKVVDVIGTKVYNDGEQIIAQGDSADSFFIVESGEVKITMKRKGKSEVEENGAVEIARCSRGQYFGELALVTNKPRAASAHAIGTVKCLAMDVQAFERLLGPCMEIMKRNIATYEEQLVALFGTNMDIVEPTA
CAL PDZ FP-1 – CAL PDZ (human) peptide binding inhibition. purified CAL PDZ, TMR-peptide fluorescence polarization, 1 h. 300,000 compounds, 0.92% hits. Q9HD26. AID 602252. inhibition, % at 24.9 µM;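 active means mean inhibition of at least 30% with at least half of replicates also reaching 30%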;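 further: 0% = DMSO neutral control and 100% = excess unlabeled competitor peptide PRC23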
Rtt109 Vps75 – inhibitors of Candida albicans Rtt109/Vps75 histone acetyltransferase; Q5AAJ8; purified Rtt109/Vps75, ThioGlo CoA-SH fluorescence, 4 h; inhibition, % at 34.9 µM; 330,000 compounds, 0.16% hits; AID 540336;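 active means inhibition of at least 50% in every replicate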
CAL PDZ FP-2 – blocks peptide binding to human CAL PDZ domain; 330,000 compounds, 0.02% hits; AID 504414; inhibition, % at 20 µM; purified CAL PDZ, TMR-peptide fluorescence polarization, 1 h; Q9HD26;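 active means highest replicate inhibition of at least 40%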;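 further: plate controls were DMSO neutral control wells for no effect and unlabeled competitor peptide control wells for full effect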
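System: tagged CAL PDZ domain. Schedule: 1 h room-temperature incubation prior to read. Signal: fluorescence polarization (mP). Measure: percent inhibition from loss of millipolarization.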
Keap1-Nrf2 PPI – inhibitors of human Keap1-Nrf2 protein-protein interaction | AID 504523 | inhibition, % at 9.4 µM | 340,000 compounds, 0.15% hits | Q14145 | Keap1 Kelch-Nrf2 peptide fluorescence polarization, 1536-well; in the data active means inhibition above about 12%;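 further: human Keap1 Kelch domain with fluorescein labeled Nrf2 9mer peptide probe; 0% = neutral control wells and 100% = peptide positive control; higher means more block of Keap1 binding to Nrf2 peptide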
Target sequence (Q14145 whole entry, looked up, the tested form may be a part): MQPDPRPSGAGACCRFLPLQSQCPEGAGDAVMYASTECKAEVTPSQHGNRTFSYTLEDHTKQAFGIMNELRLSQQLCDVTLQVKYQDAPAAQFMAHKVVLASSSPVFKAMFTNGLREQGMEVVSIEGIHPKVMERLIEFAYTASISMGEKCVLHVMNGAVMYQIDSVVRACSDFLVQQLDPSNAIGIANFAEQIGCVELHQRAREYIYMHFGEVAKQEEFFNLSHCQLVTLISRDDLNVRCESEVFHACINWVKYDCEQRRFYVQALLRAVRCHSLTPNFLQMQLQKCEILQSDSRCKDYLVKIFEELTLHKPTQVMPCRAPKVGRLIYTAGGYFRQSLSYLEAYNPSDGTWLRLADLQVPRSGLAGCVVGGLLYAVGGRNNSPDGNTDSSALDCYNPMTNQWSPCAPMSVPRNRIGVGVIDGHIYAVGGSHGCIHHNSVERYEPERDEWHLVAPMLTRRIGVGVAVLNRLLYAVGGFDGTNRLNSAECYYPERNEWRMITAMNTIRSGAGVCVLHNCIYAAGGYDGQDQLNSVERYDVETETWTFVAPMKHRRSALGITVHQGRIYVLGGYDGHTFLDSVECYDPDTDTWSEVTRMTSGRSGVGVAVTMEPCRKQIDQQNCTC
DAGLB inhibitor – diacylglycerol lipase beta (human) inhibition | HEK293T DAGLB membrane lysate, EnzChek fluorogenic substrate | inhibition, % at 5.17 µM | 340,000 compounds, 0.059% hits | AID 504411; in the data active means inhibition above about 34%;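 further: 0% = enzyme with vehicle and 100% = wells lacking enzyme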
C-LANA FP – inhibitors of KSHV LANA C-terminal domain DNA binding; 340,000 compounds, 0.078% hits; inhibition, % at 9 µM; MBP-C-LANA/FAM-LBS DNA binding, fluorescence polarization;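 active means highest replicate inhibition at or above 60% at 9 µM, even if other replicates fall short; inactive means all replicates below 60% inhibition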;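 further: 0% = neutral control wells and 100% = 4 µM acridine orange control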
SR-BI uptake up – SR-BI HDL lipid transfer activation | 320,000 compounds, 0.096% hits | AID 504775 | activation, % at 12.5 µM | CHO ldlA[mSR-BI] cells, DiI-HDL uptake fluorescence, 3 h; 100 = double the neutral-control signal;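 active means mean replicate activation of at least 60% and every replicate at or above 60%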;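 further: 0% = median plate neutral-control signal and 100% = twice that signal; values of inactives mirror those of a sister screen read the other way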
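Material – SR-BI-overexpressing, LDLR-lacking CHO cells · Medium – BSA-supplemented, HEPES-buffered Ham's F12, pH 7.4 · Doses – single concentration · Times – compound with DiI-HDL co-incubation, 3 h at 37 °C · Measured by – bottom-read fluorescence, 550/595 nm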
RTF Ca sens inh – cardiac RTF calcium desensitization. P19429+P45379. IANBD-labeled cardiac RTF, Ca2+ fluorescence. inhibition, % at 7.15 µM. 340,000 compounds, 0.12% hits. AID 493244;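 active means inhibition above the mean inhibition of all tested compounds plus 3 SD, cut at about 17% in these data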;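 further: assay run at fixed EC70 calcium of 1.6 mM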
RTF Ca sens act – cardiac RTF calcium sensitization | IANBD-labeled TnC RTF fluorescence at EC20 calcium; 0% EC20 calcium, 100% full calcium | AID 493008 | 340,000 compounds, 0.24% hits | activation, % at 7.2 µM | P19429+P45379;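 active means activation above the mean over all tested compounds plus 3 SD, cut at about 30% in these data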;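 further: rise in fluorescence read as greater calcium sensitivity of cardiac thin filaments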
Active calls of the source: *; . = no result given; & = joins results of further samples.

SMILES	PKA-R2B act	CAL PDZ FP-1	Rtt109 Vps75	CAL PDZ FP-2	Keap1-Nrf2 PPI	DAGLB inhibitor	C-LANA FP	SR-BI uptake up	RTF Ca sens inh	RTF Ca sens act
O=C(Nc1ccccc1)N1CCN(C2c3ccccc3-c3ccccc32)CC1	-11	-4	1	-3.7	-7	-3	0.4	-47	-1	5
Cc1cc(C(=O)Nc2nnc(C(F)(F)F)s2)cs1	-2	-1	2	0.0	2	-1	-2.9	-16	5	-2
CCOC(=O)C1CCCN(C(=O)Cn2nc(C)c3c(C)n(-c4ccccc4)nc3c2=O)C1 (stereo not given)	4	.	4	0.9	-4	-2	0.9	-3	-9	5
CC(C)CNC(=O)c1ccccc1NC(=O)CCSc1ccccc1	1	-4	1	-2.1	3	-8	0.1	0	-12	-5
COc1ccc(-c2noc(CCC(=O)Nc3cccc(C)c3)n2)cc1	4	.	2	-1.5	7	-5	-0.2	20	-13	-3
CC(=O)c1ccc(NC(=O)CSc2nc3ccccc3c(=O)n2CCCN2CCOCC2)cc1	-1	.	-3	-1.6	-1	-1	-0.7	-11	-13	-1
Cc1ccc(Cl)cc1N1CCN(S(=O)(=O)c2c(C)nc3scc(C)n3c2=O)CC1	6	0	5	-0.6	3	-2	-0.9	-47	-10	-3
Cc1noc(C)c1COc1ccc(CC(=O)NCc2ccccc2)cc1	-1	.	10	-1.0	-2	-2	-0.5	-15	4	2
CCC(=O)Nc1nnc(S(=O)(=O)N(CC)c2cc(C)cc(C)c2)s1	2	-7	-5	.	-6	0	-2.1	-4	-10	2
COC(=O)c1ccc(N2CC3CNC(=O)C2(C(=O)OC)N3C)cc1 (stereo not given)	-5&-6	-3&-3	3&-2	-0.5&0.0	2&2	4&1	5.5&-1.2	1&15	-13&0	-3&0
CCC1(O)CC(C(=O)OC)=NN1C(=O)c1ccccc1 (stereo not given)	-4	-2	-5	-0.3	-2	-2	0.8	12	-6	-6
COc1cccc(-c2nc(CS(=O)(=O)CC(=O)NCCc3cc(OC)ccc3OC)c(C)o2)c1	-6	11	8	-1.5	2	0	0.7	.	-5	-1
O=C(COC(=O)c1cccc(Cl)c1)Nc1cc(Cl)ccc1Oc1ccccc1	-10	2	10	-2.4	-3	-24	1.3	41	-11	6
Cc1cc(C)cc(NC(=O)Cc2ccc(-n3cccc3)cc2)c1	-2	5	-3	-0.3	-8	-6	0.4	-10	-7	4
CC(C)(C)NC(=O)C12CCC(C)(c3nc4ccccc4nc31)C2(C)C (stereo not given)	-3	.	-3	-2.9	-4	-7	0.1	-6	2	-1
COc1ccccc1-c1oc2ccccc2c1C#CCCCCO	-16	-4	-1	-0.7	-7	-4	-1.2	-29	4	-2
COC(=O)C1=C(N)Oc2cc(C)[nH]c(=O)c2C1c1ccccc1OC (stereo not given)	-5	-5	4	-2.9	0	-2	0.2	.	0	-2
Cc1ccc2c(c1)C(c1ccc(O)cc1)(c1ccc(O)cc1)C(=O)N2C	-6	0	9	-2.6	1	-3	1.0	14	-5	4
CN(C)S(=O)(=O)Oc1ccccc1C(=O)Nc1cccc(C(F)(F)F)c1	-14	-9	-1	.	3	-1	0.7	-30	-18	4
CC(=O)Nc1ccc(S(=O)(=O)N2CCCC(C(=O)N3CCN(c4ccccc4)CC3)C2)cc1 (stereo not given)	-9	-8	1	0.3	-3	2	-0.8	2	5	0
CCNC(=O)C(=O)Nc1cc2c3c(c1)CCC(=O)N3CCC2	-13	-1	-8	-1.5	-4	-1	0.8	-12	-3	5
COc1ccc(-c2cc(C3CCN(Cc4cccc(C(F)(F)F)c4)CC3)[nH]n2)cc1	-8	-3	.	-2.8	3	-3	0.7	-9	-12	-2
COc1ccc(OC)c(S(=O)(=O)N2Cc3ccccc3CC2C(=O)O)c1 (stereo not given)	-3	2	-2	1.2	1	-3	1.1	22	-5	3
Cc1cc(-c2csc(NC(=O)c3ccc(S(=O)(=O)N(C)C)cc3)n2)c(C)n1-c1ccccc1	1	-1	6	0.4	4	1	-0.5	-26	-19	-4
Cc1ccc(C(=O)Nc2c(-c3cccs3)nc3cc(C)ccn23)cc1	-7	0	-14	-1.1	-3	-1	-0.6	27	-4	-5
COc1cc(C(=O)NC(CCSC)C(=O)OCC(=O)C(C)(C)C)cc(OC)c1OC (stereo not given)	6	6	-1	0.3	1	2	0.1	.	-5	0
CC(C)(C)c1ccc(C(=O)Nc2ccc(Cl)cc2)cc1	-14	-1	4	-0.5	-4	-6	-0.7	-15	-1	-2
COC(=O)c1ccccc1NC(=O)COc1ccc2c(c1)OCO2	6	-3	-8	-2.1	2	-21	1.8	-31	-2	10
CCOC(=O)c1ccc(N(CCC2CO2)S(=O)(=O)c2ccc(C)cc2)cc1 (stereo not given)	-9	0	1	-0.8	-8	-1	-0.1	15	-10	-3
CC(=O)C1=C(O)C(=O)N(CO)C1c1ccccc1F (stereo not given)	6	0	4	-3.3	-1	0	-1.1	1	-3	5

Record cards (already shown):
CC(C)(C)c1ccc(C(=O)Nc2ccc(Cl)cc2)cc1 is entered as PKA-R2B act = -14; CAL PDZ FP-1 = -1; Rtt109 Vps75 = 4; CAL PDZ FP-2 = -0.5; Keap1-Nrf2 PPI = -4; DAGLB inhibitor = -6; C-LANA FP = -0.7; SR-BI uptake up = -15; RTF Ca sens inh = -1; RTF Ca sens act = -2
CCOC(=O)c1ccc(N(CCC2CO2)S(=O)(=O)c2ccc(C)cc2)cc1 (stereo not given) is entered as PKA-R2B act = -9; CAL PDZ FP-1 = 0; Rtt109 Vps75 = 1; CAL PDZ FP-2 = -0.8; Keap1-Nrf2 PPI = -8; DAGLB inhibitor = -1; C-LANA FP = -0.1; SR-BI uptake up = 15; RTF Ca sens inh = -10; RTF Ca sens act = -3

The results go on.
SMILES	PKA-R2B act	CAL PDZ FP-1	Rtt109 Vps75	CAL PDZ FP-2	Keap1-Nrf2 PPI	DAGLB inhibitor	C-LANA FP	SR-BI uptake up	RTF Ca sens inh	RTF Ca sens act
CCO[C@H]1OC(C(N)=O)=C[C@@H](C(C)(C)C)[C@@H]1CCCO	-16	5	3	-2.5	0	0	-1.6	18	0	5
Cc1ccc(S(=O)(=O)N(C)c2ccc(C(=O)NCc3cccnc3)cc2)cc1	-10	-2	27	-1.6	-3	-3	0.0	14	0	-5
CC(=O)Oc1ccc(C(=O)Nc2ccccc2C(=O)N2CCCCC2)cc1	6	1	0	-2.3	3	0	1.3	21	-4	-1
CNS(=O)(=O)c1cccc(C(=O)OCC(=O)c2ccc(S(=O)(=O)N3CCCCC3)cc2)c1	-1	1	4	-0.7	-6	-2	0.0	11	-1	0
CC(=O)Nc1cccc(NC(=O)CSc2ccc(-c3cccnc3)nn2)c1	11	-5	6	-0.8	-3	3	0.1	8	12	-2
O=C(c1ccccc1)c1c[nH]c(C(=O)NCCCN2CCOCC2)c1	-7	.	-1	-0.1	-1	-1	-0.3	37	-4	-2
O=C1CN=C(Nc2ccccc2Cl)N1c1ccccc1	-8	3	-3	-0.8	-2	0	0.2	20	-8	9
COCc1cc(C)nc(NC2CCCCC2)c1C#N	-9	0	-9	-2.8	-1	-8	-4.7	-14	-6	4
COc1cccc(/C=C2/CN(C)CC3=C2OC(N)=C(C#N)C3c2cccc(OC)c2)c1 (stereo not given)	-4	0	0	-2.5	-9	0	0.2	-25	-10	5
CCOc1ccc(N(C(C)C(=O)N2CCOCC2)S(C)(=O)=O)cc1 (stereo not given)	-5	1	0	-0.7	-5	-2	1.8	4	7	-3
Cc1ccc(NC(=O)CSc2nnc(-c3cc(C)[nH]n3)n2N)c(C)c1	3	7	16	-0.1	-4	1	1.8	7	-4	-4
Cc1ccc(NC(=O)c2ccc(Nc3ccccc3F)nc2)cc1	4	-2	-8	-1.5	-2	-1	0.0	-27	12	-8
COc1cc(Br)cc(C2C3=C(CCCC3=O)N(c3ccc(F)cc3)C3=C2C(=O)CCC3)c1O	-5	-2	5	-1.8	0	2	-0.7	16	-4	0
C=CCn1c(=O)c2ccc(C(=O)NCc3ccccc3)cc2n(Cc2ccc(C)cc2)c1=O	-8	.	-15	-0.8	3	-5	0.7	-1	-12	0
Cc1cccc(N2CCN(C(=O)C(Cc3ccccc3)n3cccc3)CC2)c1C (stereo not given)	-4	2	-2	0.6	-3	-11	-0.3	-14	-9	-2
Cc1cc(OCc2cc(C(=O)N(C)Cc3nonc3C)no2)cc(C)c1Cl	-9	-2	1	0.4	0	-6	-0.9	-37	-4	-5
CCCCNC(=O)C1CC(=O)N(CCc2ccc(C)cc2)C1 (stereo not given)	0	-1	2	0.5	-3	-1	-1.6	35	-4	1
CC1(C)C2CCC1(CS(=O)(=O)N1CCN(c3ccccc3F)CC1)C(=O)C2 (stereo not given)	-1	5	-9	-1.8	-2	0	0.1	-2	-5	0

Among those listed so far, 2 contain a cyano group:
SMILES	PKA-R2B act	CAL PDZ FP-1	Rtt109 Vps75	CAL PDZ FP-2	Keap1-Nrf2 PPI	DAGLB inhibitor	C-LANA FP	SR-BI uptake up	RTF Ca sens inh	RTF Ca sens act
COCc1cc(C)nc(NC2CCCCC2)c1C#N	-9	0	-9	-2.8	-1	-8	-4.7	-14	-6	4
COc1cccc(/C=C2/CN(C)CC3=C2OC(N)=C(C#N)C3c2cccc(OC)c2)c1 (stereo not given)	-4	0	0	-2.5	-9	0	0.2	-25	-10	5

Reformatted as a markdown table: part of the list above.
| SMILES | PKA-R2B act | CAL PDZ FP-1 | Rtt109 Vps75 | CAL PDZ FP-2 | Keap1-Nrf2 PPI | DAGLB inhibitor | C-LANA FP | SR-BI uptake up | RTF Ca sens inh | RTF Ca sens act |
| --- | --- | --- | --- | --- | --- | --- | --- | --- | --- | --- |
| CC(=O)Oc1ccc(C(=O)Nc2ccccc2C(=O)N2CCCCC2)cc1 | 6 | 1 | 0 | -2.3 | 3 | 0 | 1.3 | 21 | -4 | -1 |
| CNS(=O)(=O)c1cccc(C(=O)OCC(=O)c2ccc(S(=O)(=O)N3CCCCC3)cc2)c1 | -1 | 1 | 4 | -0.7 | -6 | -2 | 0.0 | 11 | -1 | 0 |
| CC(=O)Nc1cccc(NC(=O)CSc2ccc(-c3cccnc3)nn2)c1 | 11 | -5 | 6 | -0.8 | -3 | 3 | 0.1 | 8 | 12 | -2 |
